From PubChem
Bfl-1 Bim block – human Bim-Bfl-1 interaction inhibition; Q16548; Bead-based flow cytometry, Bim-Bfl-1 binding inhibition; inhibition, % at 10 µM; 190,000 tested, 0.12% active;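 also: 0% = wells without compound plus tracer and 100% = blocker peptide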
Bcl-B Bim block – inhibitors of Bim-Bcl-B interaction, human | Q9HD36 | bead-based flow cytometry, Bim peptide-Bcl-B binding | inhibition, % at 10 µM | 190,000 tested, 0.073% active | AID 951;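 also: 0% = tracer peptide without compound and 100% = reference inhibitor peptide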
RGS4-Gao reg – human RGS4-Galphao interaction regulation. binding response (% of control), % at 10 µM. 220,000 tested, 0.33% active. Multiplexed bead flow cytometry, RGS4-Galphao binding; actives lie on both sides. P09471; in the data active = binding response below about 49% or above about 150%; inactive = in between;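 also: fluorescent Galphao activated with aluminum fluoride binding bead-coupled RGS4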
RGS7-Gao – regulators of human RGS7-Galphao interaction | Multiplexed bead flow cytometry, RGS7-Galphao binding; actives lie on both sides | binding response (% of control), % at 10 µM | 220,000 tested, 0.35% active; in the data active = binding response below about 49% or above about 150%; inconclusive = no clear call, values can overlap the other calls; inactive = in between;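 also: fluorescent Galphao held in activated GDP-AlF4 state binding bead-coupled RGS7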
Bim-Bcl-2 – inhibitors of Bim-Bcl-2 interaction, human; 190,000 tested, 0.06% active; inhibition, % at 10 µM; Bead-based flow cytometry, Bim peptide-Bcl-2 binding; AID 950; in the data active = inhibition above about 40%; inconclusive = no clear call, values can overlap the other calls;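 also: 0% = no compound wells with probe peptide and 100% = reference peptide inhibitor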
ABCB1 block – human ABCB1 inhibition, ABCG2 as counter-screen. P08183. AID 1326. inhibition, % at 6.6 µM. 190,000 tested, 0.067% active. CCRF-Adr cells, JC-1 efflux, flow cytometry; in the data active = inhibition above about 40%;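 also: 0% = vehicle and 100% = reference inhibitor; higher value means more JC-1 retained so stronger ABCB1 efflux block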
Target sequence (P08183 whole entry, looked up): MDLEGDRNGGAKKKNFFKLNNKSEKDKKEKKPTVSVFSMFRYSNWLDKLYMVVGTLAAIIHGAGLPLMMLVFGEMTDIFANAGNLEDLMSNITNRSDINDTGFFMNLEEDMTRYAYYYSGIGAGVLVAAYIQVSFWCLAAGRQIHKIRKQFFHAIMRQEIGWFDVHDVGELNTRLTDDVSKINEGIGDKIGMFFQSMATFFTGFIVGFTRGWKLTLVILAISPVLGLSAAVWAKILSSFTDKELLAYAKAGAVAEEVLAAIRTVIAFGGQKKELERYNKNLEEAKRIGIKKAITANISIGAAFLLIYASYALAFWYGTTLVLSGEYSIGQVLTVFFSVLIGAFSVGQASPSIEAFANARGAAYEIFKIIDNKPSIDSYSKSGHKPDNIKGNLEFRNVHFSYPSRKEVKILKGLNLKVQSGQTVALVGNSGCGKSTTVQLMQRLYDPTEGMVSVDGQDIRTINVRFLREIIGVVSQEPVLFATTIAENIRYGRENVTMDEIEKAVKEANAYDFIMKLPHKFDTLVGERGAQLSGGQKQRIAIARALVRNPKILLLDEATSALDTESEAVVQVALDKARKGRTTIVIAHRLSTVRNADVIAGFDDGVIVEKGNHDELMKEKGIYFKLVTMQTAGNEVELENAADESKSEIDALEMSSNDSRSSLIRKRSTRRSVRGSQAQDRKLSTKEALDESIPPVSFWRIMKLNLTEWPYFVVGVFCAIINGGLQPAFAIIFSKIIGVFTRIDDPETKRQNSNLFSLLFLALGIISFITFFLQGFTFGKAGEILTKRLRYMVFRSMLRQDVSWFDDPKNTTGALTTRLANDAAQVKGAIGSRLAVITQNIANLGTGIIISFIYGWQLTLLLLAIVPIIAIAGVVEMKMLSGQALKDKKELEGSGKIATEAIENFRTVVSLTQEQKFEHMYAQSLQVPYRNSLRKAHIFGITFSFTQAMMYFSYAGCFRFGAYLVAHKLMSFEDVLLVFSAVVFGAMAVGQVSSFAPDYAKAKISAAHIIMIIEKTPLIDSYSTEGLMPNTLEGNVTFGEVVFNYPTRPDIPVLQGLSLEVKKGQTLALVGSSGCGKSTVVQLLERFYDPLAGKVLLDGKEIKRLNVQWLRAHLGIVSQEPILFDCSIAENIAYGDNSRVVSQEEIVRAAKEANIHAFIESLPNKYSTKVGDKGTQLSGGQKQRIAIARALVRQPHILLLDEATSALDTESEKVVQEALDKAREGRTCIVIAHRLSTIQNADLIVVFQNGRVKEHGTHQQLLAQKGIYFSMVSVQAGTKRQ
GSH fluor – GSH bead compound fluorescence profile | GSH beads flow cytometry, compound fluorescence 488/530 nm; stronger effect = higher value | fluorescence (KMESF) at 10 µM | 190,000 tested, 0.25% active | AID 1776; in the data active = fluorescence above about 89;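 also: glutathione beads carrying GST-tagged Bcl family fusion proteins plus one bare bead set; values are compound well signal with DMSO vehicle wells as background; inactives centre near 16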
Bcl-W Bim block – inhibitors of Bim-Bcl-W interaction, human. inhibition, % at 10 µM. bead-based flow cytometry, Bim peptide-Bcl-W binding. 190,000 tested, 0.02% active. Q92843;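 also: 0% = bound tracer without compound and 100% = peptide blocker; higher means less fluorescent Bim peptide bound to Bcl-W beads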
Bcl-XL Bim block – human Bim-Bcl-XL interaction inhibition | Q07817 | Bim peptide-Bcl-XL binding, bead flow cytometry, fluorescence | 190,000 tested, 0.04% active | inhibition, % at 10 µM
RGS8-Gao – human RGS8-Galphao interaction regulation; P09471; multiplexed bead flow cytometry, RGS8-Galphao binding; actives lie on both sides; response (percent of control binding), % at 10 µM; 220,000 tested, 0.34% active; in the data active = response below about 60% or above about 140%; inactive = in between;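 also: Galphao activated as the GDP aluminium fluoride complex binding bead-coupled RGS8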
ABCG2 block – blocks JC-1 efflux by human ABCG2 transporter; Q9UNQ0; IgMXP3 cells, flow cytometry; inhibition, % at 6.6 µM; 190,000 tested, 0.1% active; AID 1325;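 active = inhibition above 80%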;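 also: 0% = DMSO and 100% = nicardipine control wells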
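System: two drug-resistant human cell lines, ABCG2 and ABCB1; controls: nicardipine high and DMSO low controls; times: 10 min exposure at 25 °C with rotation, no wash; detection: flow cytometry of retained JC-1 fluorescence; read-out basis: percent efflux inhibition, scaled nicardipine 100% to DMSO 0%; doses: one concentration, 6.6 µM final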
* marks the source's active call; other numbers are inactive results; ? = inconclusive; . = not tested or not shown. Rule as the data show it, unless noted: active = inhibition above about 40%. This is a random part of the collection; about 1.1% have a hit in one of these screens.

SMILES	Bfl-1 Bim block	Bcl-B Bim block	RGS4-Gao reg	RGS7-Gao	Bim-Bcl-2	ABCB1 block	GSH fluor	Bcl-W Bim block	Bcl-XL Bim block	RGS8-Gao	ABCG2 block
O=C(CN1C(=O)C(=O)N(Cc2ccco2)C1=O)NC1CCCCC1	-5	0	101	97	-6	0.7	15	-3	-1	99	2
CCOC(=O)c1cc(=O)n(Cc2ccccc2C)c2ccccc12	0	2	100	102	2	1.7	32	5	4	95	22
CCOc1ccc(N2C(=O)CC(n3nc(C)cc3C)C2=O)cc1 (configuration not stated)	-14	-8	100	96	-9	0.3	26	-2	-3	99	2
CC1CCCCN1S(=O)(=O)c1ccc(S(=O)(=O)N2CCN(c3ccccc3)CC2)cc1 (configuration not stated)	-10	-7	101	101	-7	0.6	49	-1	-15	102	1
C/C(=N\NC(=O)CNC(=O)c1ccncc1)c1ccc(C)cc1	4	5	105	106	2	0.1	10	-1	1	101	7
O=[N+]([O-])c1ccc(C(=S)N2CCC(Cc3ccccc3)CC2)cc1	-2	-10	98	97	-3	1.0	11	-4	-9	97	14
COc1ccccc1C1=NNC(=NCc2ccccc2)SC1	-3	-5	100	100	-2	0.0	12	-6	-1	103	6
O=C(CCC(=O)NNC(=O)COc1ccc(Br)cc1Br)NCc1ccccc1	-8	-4	104	101	-4	0.6	13	-4	-1	106	2
CNS(=O)(=O)c1cnccc1N1CCN(C)CC1	-1	-6	84	97	-4	-0.2	10	-4	-4	87	-1
Cc1onc(C(=O)NN)c1C(=O)N1CCN(C(c2ccccc2)c2ccccc2)CC1	-7	-2	99	99	-1	-0.2	10	-5	-2	96	0
CCn1c(C)[n+](CCOCC[n+]2c(C)n(CC)c3cc(Cl)c(Cl)cc32)c2cc(Cl)c(Cl)cc21	-15	-7	99	104	-8	1.0	25	-1	-5	102	6
CCOCCCNC(=O)Cn1nc(-c2ccccc2)ccc1=O	0	-6	77	95	0	1.0	13	-2	0	91	0
O=C(COc1ncnc2ccccc12)NCc1ccc2c(c1)OCO2	-9	-9	96	98	-7	0.0	40	-1	-11	99	0
CSc1ncccc1C(=O)OCC(=O)N1CCOCC1	-4	-3	105	103	-1	0.0	26	4	1	99	1
S=C(NCCCN1CCOCC1)Nc1cccc(Cl)c1	-6	-3	105	102	-3	1.6	14	-3	-3	103	2
CC(On1nnc2ccccc21)C(=O)N1CCN(Cc2ccccc2)CC1 (configuration not stated)	-7	0	106	108	-3	0.9	10	1	-3	108	3
Cc1ccc(Oc2cc(NC(=O)CCCn3nc(C)c([N+](=O)[O-])c3C)cc([N+](=O)[O-])c2)cc1	-3	-6	102	106	-6	0.3	5	-4	-5	101	7
COc1ccc(N2CC(C(=O)N/N=C/c3ccc(C)cc3)CC2=O)cc1 (configuration not stated)	-12	-1	87	82	-3	0.7	21	-2	-1	73	7
O=C(CNS(=O)(=O)c1cccs1)N1CCc2ccccc2C1	-1	2	101	102	-2	0.1	22	0	-1	100	1
Cc1cc(C)c(S(=O)(=O)N2CCCCC2C(=O)O)c(C)c1 (configuration not stated)	-6	-2	104	?	-4	0.1	17	-1	-4	103	-2
CCN(CC)c1ccc(NC(=O)CSc2nnc3nc(C)cc(C)n23)cc1	11	-16	95	98	0	0.4	12	1	-7	93	3
CCOc1ccc(CCNC(=O)C(CC)n2nc(C)n3c(cc4sccc43)c2=O)cc1OCC (configuration not stated)	-16	-15	100	101	-12	7.2	33	-4	-7	101	16
CCOC(=O)C1CCCN(CCC(=O)Nc2ccc(F)c(F)c2)C1 (configuration not stated)	-4	-8	99	104	-4	0.2	23	-1	-6	105	-1
CCOc1ccccc1N1CCN(CC(=O)NCCc2ccc(S(N)(=O)=O)cc2)CC1	-2	1	103	103	-6	-0.1	11	-1	-3	101	0
CCOc1ccc(NC(=O)C(C)Sc2nnnn2C)cc1 (configuration not stated)	-19	-10	101	100	-9	-0.7	24	-1	-8	102	3

Single records (already shown). Order of values: Bfl-1 Bim block	Bcl-B Bim block	RGS4-Gao reg	RGS7-Gao	Bim-Bcl-2	ABCB1 block	GSH fluor	Bcl-W Bim block	Bcl-XL Bim block	RGS8-Gao	ABCG2 block
`COc1ccccc1C1=NNC(=NCc2ccccc2)SC1` in the list: -3	-5	100	100	-2	0.0	12	-6	-1	103	6
`Cc1cc(C)c(S(=O)(=O)N2CCCCC2C(=O)O)c(C)c1` (configuration not stated) in the list: -6	-2	104	?	-4	0.1	17	-1	-4	103	-2
`O=C(CCC(=O)NNC(=O)COc1ccc(Br)cc1Br)NCc1ccccc1` in the list: -8	-4	104	101	-4	0.6	13	-4	-1	106	2

(listing goes on)
SMILES	Bfl-1 Bim block	Bcl-B Bim block	RGS4-Gao reg	RGS7-Gao	Bim-Bcl-2	ABCB1 block	GSH fluor	Bcl-W Bim block	Bcl-XL Bim block	RGS8-Gao	ABCG2 block
COc1ccc(C(=O)NNC(=O)CSc2nnc(C)n2CC2CCCO2)cc1 (configuration not stated)	-3	-1	89	89	3	0.4	26	2	0	96	1
N#Cc1nc(N2CCCC2)nc(N2CCCC2)n1	0	4	108	102	3	0.2	10	3	0	105	1
CC1=NN(c2ccc(C)cc2C)C(=O)C1C(c1cccc(O)c1)C1C(=O)N(c2ccc(C)cc2C)N=C1C (configuration not stated)	-2	1	94	95	-1	-0.1	8	1	0	99	-4
CCOc1ccc(N2CC(C(=O)Nc3cc(C)on3)CC2=O)cc1 (configuration not stated)	-9	-8	103	101	-8	-0.9	14	-6	-9	101	10
O=C(NCCCN1CCCC1=O)Nc1ccc(F)c(Cl)c1	-1	-1	102	104	-3	0.3	13	-1	-2	102	1
Nc1cccc(C(=O)N/N=C/c2ccsc2)c1	0	4	100	?	0	-0.8	10	0	0	102	-3
Cc1c(C(=O)N2CCCCCC2)nnn1-c1nonc1N	0	3	99	97	-1	0.0	21	0	1	101	0
COc1ccc(CN(C(=O)c2ccco2)c2ccc(C)c(C)c2)cc1	-3	0	100	100	-3	0.7	10	-1	-1	104	2
C[N+](C)(C)CCNC(=O)c1c(O)c2c([nH]c1=O)CCCC2	-3	-3	100	99	0	2.0	16	-1	-1	100	13
COC(=O)C(C)N1C(=O)S/C(=C\c2cc(C)n(-c3ccccn3)c2C)C1=O (configuration not stated)	-1	-1	103	101	-1	1.4	14	-1	-1	100	5
COc1ccc(-c2nc(C)c(C(C)=O)n2O)cc1[N+](=O)[O-]	19	-28	104	105	0	0.0	9	-9	-19	104	1
CCC(C)(C(=O)NC1CCCC1)N(Cc1ccco1)C(=O)c1ccccn1 (configuration not stated)	-11	-5	96	99	-4	0.3	5	1	-5	101	0
COCCn1nnnc1C(c1ccccc1Cl)N1CCN(c2ccccc2OC)CC1 (configuration not stated)	-3	-3	100	101	-2	1.7	15	-5	-3	101	2
O=C(NNC1=C(C(=O)C(F)(F)F)CCC1)c1cccnc1	5	6	99	?	1	2.1	28	-1	0	101	9
COc1ccc(-c2cc(=O)oc3cc(OC(=O)C4CCCCC4)c(Cl)cc23)cc1	-16	-8	98	97	-9	0.9	9	-4	-7	99	1
CCOc1ccc(CC(=O)NCc2cn3c(C)csc3n2)cc1	-12	-6	100	100	-10	0.5	27	1	-2	102	2
C#CCOCCOCCOCCNc1nc(N2CCN(C(=O)Cn3cc(CCO)nn3)CC2)nc(N2CCN(C(=O)[C@H]([C@@H](C)O)n3cc(CCCCN)nn3)CC2)n1	0	0	99	99	0	0.1	19	0	-2	100	1
Cc1nc2ccc(NC(=O)c3ccccc3)cc2s1	-6	-2	100	103	0	0.2	9	0	-1	103	1
Cc1ccc(/C=N/Nc2nc(N3CCCCC3)nc(N3CCCCC3)n2)o1	0	-2	100	102	7	1.4	28	4	0	105	3
CCOc1cc(NC(=S)NCC2CCCO2)c(OCC)cc1NC(=O)c1ccc(F)cc1 (configuration not stated)	-7	-3	91	97	0	1.0	9	-3	-1	100	15
Cc1ccc(-c2cc(N)n[nH]2)cc1	-2	-1	95	94	-2	0.9	23	0	-1	99	3
S=C(Nc1ccccc1Cl)N1CCOCC1	-2	-9	102	102	-1	1.3	13	-4	-6	104	4
O=C(Cc1ccccc1)c1ccc2c(c1)OCCO2	-2	-4	104	?	-2	0.5	25	0	-2	102	5
O=[N+]([O-])c1cccc(OCc2cn3cccnc3n2)c1	2	0	89	98	2	-0.9	14	0	-2	94	22
NNC(=O)c1cccc(COc2ccc(Br)cc2)c1	-8	-14	100	100	-6	-0.3	16	-4	-3	104	-1
The list goes on.
SMILES	Bfl-1 Bim block	Bcl-B Bim block	RGS4-Gao reg	RGS7-Gao	Bim-Bcl-2	ABCB1 block	GSH fluor	Bcl-W Bim block	Bcl-XL Bim block	RGS8-Gao	ABCG2 block
COc1ccc(CN2CCNC(=O)C2CC(=O)NCCSc2nccn2C)cc1OC (configuration not stated)	-3	-4	101	100	-3	-2.7	16	-1	-2	101	-2
Cc1cc(=O)oc2cc(OCc3cc4c(cc3Cl)OCO4)ccc12	0	-1	96	97	-2	0.2	22	-4	-5	99	2
CN(C)c1ccc(N2C(=O)CC(Nc3ccc(N4CCOCC4)cc3)C2=O)cc1 (configuration not stated)	0	-5	102	97	-2	1.2	24	1	-4	100	9
CCCCOc1ccc(C(=O)Nn2c(-c3cccs3)nc3ccccc3c2=O)cc1	-1	-3	97	99	0	-0.3	6	0	-2	97	-2
Cc1ccccc1OCC(=O)Nc1cccc(N(C)S(C)(=O)=O)c1	0	-1	98	100	-3	0.3	15	-6	-5	99	5
Cc1[nH]nc2c1C(c1ccco1)C(C#N)=C(N)O2 (configuration not stated)	-7	-3	102	103	-3	0.3	18	0	-1	98	1
CC(=O)c1ccc(N2C(=O)[C@@H]3C(CCC(N)=O)NC4(C(=O)Nc5c4ccc(Cl)c5C)[C@@H]3C2=O)cc1 (some centres not stated)	-11	-8	102	101	-8	0.0	13	0	-5	101	8
COc1cccc(-c2noc(C(C)n3nc(C)c([N+](=O)[O-])c3C)n2)c1 (configuration not stated)	-22	-7	103	103	-12	2.2	26	-1	-5	101	6
CCCc1nnc(NC(=O)Nc2ccc(OC)cc2)s1	-4	-2	99	?	-2	0.1	17	0	-2	102	2
Cc1cc(-n2c(SCc3ccccc3F)nc3n[nH]c(C)c3c2=N)ccc1Cl	-5	-7	105	104	-4	-0.2	14	-3	-1	105	1
C/C(=N\N(Cc1ccccc1)c1ccccc1)c1ccncc1	-9	-8	101	?	-10	0.9	15	-2	-5	100	5
COc1ccc(C(=O)N2CCN(C(=O)c3ccco3)CC2)cc1OC	-9	-5	104	104	-4	0.4	38	0	5	107	1
OCC1(CCOc2ccccc2)CCN(Cc2cccn2-c2ncccn2)CC1	-8	-3	99	95	-4	1.6	11	1	-5	101	4
O=C(Nc1ccccc1)Nc1cccc(C(F)(F)F)c1	6	1	101	99	2	0.8	12	0	-2	97	8
C[C@@H]1CN(c2c(F)c(N)c3c(=O)c(C(=O)O)cn(C4CC4)c3c2F)C[C@H](C)N1	0	-3	102	102	-4	.	67	-1	-2	99	2
CCO[C@H]1OC(C(=O)N2CCN(Cc3ccc4c(c3)OCO4)CC2)=C[C@@H](c2csc3ccccc23)[C@@H]1CCCO	-7	-6	91	88	-6	3.9	22	0	-3	92	2
O=C(c1cc2n(n1)C(C(F)(F)F)CC(c1ccc(F)cc1)N2)N1CCCC1 (configuration not stated)	-13	-8	98	96	-9	1.6	34	0	-13	100	7
CN=C(Nc1cc(C)nn1CCC#N)c1ccccc1F	0	0	103	103	1	0.3	20	0	2	100	2
